High-throughput results as filed in PubChem.
NCI-60 one-dose screen, 48 h, at 10 µM unless noted. Numbers give growth in % (100 = growth as untreated, 0 = no growth, -100 = all killed).
BT-549: BT-549 breast cancer; actives 4.4% (n = 78,000)
SK-MEL-28: SK-MEL-28 melanoma; actives 4.1% (n = 81,000); AID 1794761
SK-MEL-5: SK-MEL-5 melanoma; actives 6.4% (n = 80,000); AID 1794755
MDA-MB-435: MDA-MB-435 melanoma; AID 1794794; actives 7.8% (n = 82,000)
SK-MEL-2: SK-MEL-2 melanoma. AID 1794763. actives 4.7% (n = 77,000)
T-47D: T-47D breast cancer; actives 5% (n = 79,000); AID 1794792
LOX IMVI: LOX IMVI melanoma | actives 7.4% (n = 79,000) | AID 1794757
HS 578T: HS 578T breast cancer; AID 1794788; actives 4.1% (n = 78,000)
* = called active by the depositor; . = no result given; & = joins results of further samples; [ ] = another dose, or the depositor's remark. Rule for the calls: active = growth percent below 10; inactive = the rest.

Values run as follows: BT-549	SK-MEL-28	SK-MEL-5	MDA-MB-435	SK-MEL-2	T-47D	LOX IMVI	HS 578T
1: O=C(O)c1cccc2cnccc12
  86	107	97	98	93	100	93	104
2: Cc1ccc(-c2cc(-c3nnc(SC/C(=N/O)c4ccccc4)o3)c3ccccc3n2)cc1
  93	99	89	93	84	65	103	104
3: COc1cc(/C=N/NC(=S)NNC(=S)NCc2ccco2)cc(OC)c1OC
  89	100	95	96	94	89	.	94
4: COc1ccc([C@H]2c3[nH]c4ccccc4c3CC3C(=O)N(C4CCN(Cc5c(Cl)cccc5Cl)CC4)CC(=O)N32)c(OC)c1 (some centres undefined)
  113[8.33 µM]	98[8.33 µM]	.	93[8.33 µM]	89[8.33 µM]	77[8.33 µM]	.	90[8.33 µM]
5: CC(C)(C)n1cc(-c2ccnc(NCCNS(=O)(=O)c3ccc(Cl)cc3)c2)c(-c2cccc(O)c2)n1
  .	63	25	71	74	38	42	66
6: C#CC1(O)CC[C@H]2[C@@H]3CCC4=CCCC[C@@H]4[C@H]3CC[C@@]21C (some centres undefined)
  122&111	127&108	88&112	129&109	103&107	99&98	97&104	111
7: OC(c1ccccc1)C(NCCNCc1ccccc1)c1ccccc1 (centres undefined)
  102	116	99	112	101	99	85	104
8: Cc1cc(-c2ccccc2)n2[nH]cc(C)n(-c3ccccc3)nc2c1C#N
  96	106	96	106	99	68	105	104
9: Cc1nc2sc(C(=O)Nc3cccc(Br)c3)c(N)c2cc1C(=O)c1ccc(C(F)(F)F)cc1
  96	92	91	88	104	95	73	41
10: COC(=O)CCCCCCCCCCC(=O)c1ccccc1
  110	111	103	119	103	109	103	132
11: CC(=O)CC(=O)Nc1ccccc1NC(=O)CC(C)=O
  99	105	.	99	105	80	94	93
12: c1ccc(-c2nc(-c3c[nH]c4ncccc34)cs2)cc1
  94[100 µM]	120[100 µM]	77[100 µM]	96[100 µM]	149[100 µM]	66[100 µM]	100[100 µM]	90[100 µM]
13: COc1ccc2c(c1)/C(=N\N=C\c1cc(OC)c(OC)c(OC)c1)C(=O)N2
  134	102	98	112	111	94	89	102
14: COc1ccc(-n2cc3c(c2)-c2oncc2CC3)cc1
  91	101	100	93	97	.	93	102
15: CCn1cc(C(=O)O)c(=O)c2cc(F)c(N3CCN(CC(=O)Nc4ccc(/C(C)=N/OC)cc4)CC3)cc21
  93	100	96	102	109	70	80	95
16: N#Cc1c(Cl)nc(SCC(=O)N2CCN(c3cc4c(cc3F)c(=O)c(C(=O)O)cn4C3CC3)CC2)nc1-c1ccc(Cl)cc1
  102	107	100	100	111	103	98	105
17: OC(c1cccc(OCc2ccccc2)c1)c1nnc(-c2ccccc2)o1 (centres undefined)
  .	108	66	101	100	73	85	97
18: O=C(CCSc1nnc2n(Cc3ccccc3)c(=O)c3c4c(sc3n12)CCCC4)N1CCOCC1
  107	108	98	110	94	95	100	102
19: Nc1cc(-c2ccc(Cl)cc2)nn1-c1nc(-c2ccc(F)cc2)cs1
  104	109	101	102	100	86	107	99
20: CC(=O)Nc1ccc(NC(=S)Nc2ccc(NC(C)=O)cc2)cc1
  91	93	98	95	82	88	88	87

Values run as follows: BT-549	SK-MEL-28	SK-MEL-5	MDA-MB-435	SK-MEL-2	T-47D	LOX IMVI	HS 578T
21: N#C/C(=C\c1ccc2c(c1)OCO2)n1nnc2ccccc21
  30	26	20	-69*	22	26	-11*	-4.3*
22: CC(=O)N1C(CC(C)C)C(=O)N2C1N=NC21CCCC1 (centres undefined)
  112	102	106	100	110	101	98	106
23: COc1ccc2[nH]c(=O)c(CNc3ccc(Nc4nccc(-c5ccc(Cl)cc5)n4)cc3)cc2c1
  104	112	96	104	87	66	97	101
24: C=C(C)C(=O)OCC(O)C[N+](C)(C)C (centres undefined)
  108	109	102	98	113	111	96	107
25: OCc1cnccc1NCc1ccccc1
  103	113	105	111	100	100	99	103
26: CC1(C)CC[C@]2(C(=O)N3CCCNCC3)CC[C@]3(C)C(=CC[C@@H]4[C@@]5(C)CCC(=O)C(C)(C)[C@@H]5CC[C@]43C)[C@H]2C1
  112	104	102	112	108	100	97	106
27: Cc1[nH]c2ccccc2c1CCNC(=O)c1cccs1
  91	103	101	102	115	85	96	92
28: CSc1nnc(CN2CCN(c3cc4c(cc3F)c(=O)c(C(=O)O)cn4C3CC3)CC2)o1
  91	108	98	102	99	79	86	97
29: CCc1cc2n(n1)-c1ccc(C(=O)OC)cc1Oc1ccccc1-2
  107	118	95	97	94	65	88	90
30: C=C[C@@H]1C[C@@H]2Cc3c(C)cc(C)cc3N1O2
  112	101	103	101	110	115	88	92
31: C/C(=N/O)C(=O)NCCCCC(=O)Nc1ccccc1
  102	110	93	101	105	97	100	113
32: CC(C)(CO)NC(=O)c1ccc(C(C)(C)C)cc1
  95	106	106	107	.	98	96	110
33: COc1ccc2c(c1)OC(O)(C(F)(F)C(F)(F)F)CC2=O (centres undefined)
  105	97	97	97	107	103	100	98
34: N#Cc1c(Oc2ccccc2Cl)nc2sc3cccc(Cl)c3n2c1=N
  106	117	100	102	104	89	96	101
35: COc1cc2oc(-c3cccc(C(=O)NCC(=O)OC(C)(C)C)c3)cc(=O)c2c(OC)c1OC
  95	105	59	87	104	70	.	63
36: O=C1/C(=C/c2ccc(SC(F)(F)F)cc2)Cc2c(Br)cccc21
  95	97	97	103	93	75	90	90
37: C[N+]1=C(/C=C/c2ccccc2Cl)C(C)(C)c2ccccc21
  109	103	92	100	109	86	85	102
38: COc1cc(-c2ccc3ncnc(NCc4ccccc4)c3c2)cnc1OC
  57	63	71	77	77	2.4*	41	20
39: COc1cc(NC(C)CCCN)c2ncccc2c1Sc1ccc(Cl)cc1 (centres undefined)
  91	93	67	56	102	59	-62*	59
40: O=[N+]([O-])c1cccc(C2c3sc4ccc(Cl)cc4c3Nc3nnnn32)c1 (centres undefined)
  111	123	97	111	97	90	96	104

Values run as follows: BT-549	SK-MEL-28	SK-MEL-5	MDA-MB-435	SK-MEL-2	T-47D	LOX IMVI	HS 578T
41: Cn1[nH]c(=O)ccc1=O
  100	113	105	107	108	110	109	100
42: COc1cc2c(cc1-c1c(C)noc1C)ncc1nc(C3CCOCC3)n([C@@H](C)COC(F)F)c12
  64	53	.	40	76	38	24	8.3*
43: COc1ccc(C(=O)c2sc3nc(-c4cnccn4)cc(-c4cccs4)c3c2N)cc1
  112	108	100	107	125	98	98	101
44: CCOC(=O)/C(C#N)=C/c1ccccc1F
  105	106	101	111	100	108	99	114
45: COc1ccc2c(c1)oc1c2c2c(c3c4ccccc4n(C)c13)C(=O)NC2=O
  72	92	87	83	107	69	99	81
46: CC1=NN(c2cccc(Cl)c2)C(=O)/C1=C\c1cn(CC(O)CN2CCCCC2)c2ccccc12 (centres undefined)
  96	-28*	55	1.5*	74	83	11	91
47: NNC(=O)CC(=O)Nc1cccc(Cl)c1
  95	98	97	94	80	89	96	81
48: CCCCCCCCOC(=O)C(C)OC(=O)OCCOCCOC(=O)OC(C)C(=O)OCCCCCCCC (centres undefined)
  107	106	107	103	110	100	101	102
49: O=[N+]([O-])c1ccc(C=Nc2c(-c3ccccc3)no[n+]2[O-])o1
  112	98	100	91	100	80	78	100
50: CC(C)c1cc(CN2C(C)COCC2C)cc(C(C)C)c1O (centres undefined)
  102	106	.	116	93	95	.	110
51: CCOC(=O)c1c(O)cc(-c2cc(OC)c(OC)c(OC)c2)cc1-c1sc(N(C)Cc2ccccc2)nc1Cl
  81	98	91	98	103	84	91	87
52: Cc1ncoc1C(=O)O
  97	102	102	114	107	.	99	117
53: Cc1ccccc1NCCC#N
  110	110	101	99	107	106	103	96
54: O=C(O)C1C2OC3C(OC(=O)C31)C2Br (centres undefined)
  108&108	111&97	102	109&103	102&110	110&100	104&100	98&102
55: CC(C)Cc1ccc(C(C)C(=O)NCc2c[nH]c3ccc(Cl)cc23)cc1 (centres undefined)
  89	95	85	67	92	70	96	83
56: COC(=O)c1ccc2[nH]c(O)c(C(=Nc3ccc(N(C)C(=O)CN4CCN(C)CC4)cc3)c3ccc(N)cc3)c2c1
  82	87	85	91	93	.	75	45
57: CC(c1ccccc1C(=O)O)c1cc(F)cc2ccccc12 (centres undefined)
  .	107	102	97	108	111	.	101
58: COc1cccc(C2CC(c3cc(OC)c(OC)c(OC)c3)=NN2)c1 (centres undefined)
  94	101	84	12	94	79	61	111
59: NC(=O)c1c(NC(=O)c2ccc3ccccc3c2)sc2c1CCC(=O)C2
  21	97	100	93	103	33	38	50
60: Cc1ccc(C(=O)Cn2c(=O)c3nnc(C)n3c3ccccc32)cc1
  113	99	96	94	.	104	97	100

Quoted from the listing.
Reading for entry 55 in BT-549: 89
Reading for entry 60 in HS 578T: 100
Reading for entry 42 in T-47D: 38

Other records
Values run as follows: BT-549	SK-MEL-28	SK-MEL-5	MDA-MB-435	SK-MEL-2	T-47D	LOX IMVI	HS 578T
61: CC(=O)Nc1nc(C)c(C(=O)NN)s1
  .	100	102	137	25	86	96	86
62: CCOC(=O)c1c(Nc2ncnc3cc(OC)c(OC)cc23)sc2c1CCCCC2
  107	104	97	104	105	97	91	102
63: CO[C@H]1C[C@H]2[C@@H]3CCC4=CC(=O)CC[C@]4(C)[C@H]3CC[C@]2(C)[C@@]1(O)C(=O)COC(C)=O
  91	104	97	95	100	104	91	100
64: CC(=O)N[C@]1(C)CCC2C[C@H]1C(C)=NC2(C)C
  109	.	.	99	108	107	.	95
65: C=CCn1c(SCC(=O)Nc2cccc(C(=O)/C=C/c3cc(OC)c(OC)c(OC)c3)c2)nc2ccccc2c1=O
  76	84	83	22	.	66	10	82
66: OC(Nc1ccccn1)(C(F)(F)F)C(F)(F)F
  95	107	103	99	81	93	90	96
67: CC(C)(C)NC(=O)C(OC(=O)C1CCc2cc(F)ccc2O1)c1ccc(Br)cc1 (centres undefined)
  98	107	96	105	97	95	92	99
68: Oc1ccc(-c2cnc(-c3ccccc3)[nH]2)c(O)c1
  .	105	105	110	137	107	105	98
69: COc1cc(C)cc(C(O)Cc2cccc(-c3ccc(N)nc3)n2)c1 (centres undefined)
  100	105	100	103	100	102	102	107
70: COc1ccc(N2C(=O)N(c3ccc(SC)cc3)C(=O)C2=S)cc1
  88	102	99	100	109	83	99	85
71: Cc1ccc2sc3c(c2c1)OC(N)=C(C#N)C3c1ccc(Cl)cc1 (centres undefined)
  26	75	.	-11*	.	57	87	78
72: CCOC(=O)C1=C(CSC(=S)N2CCCCC2)N(C)C(=O)NC1c1ccccc1 (centres undefined)
  98	98	76	102	86	55	90	90

Compound profiles, from the list above.
OC(c1ccccc1)C(NCCNCc1ccccc1)c1ccccc1 (centres undefined) in the list: BT-549 = 102; SK-MEL-28 = 116; SK-MEL-5 = 99; MDA-MB-435 = 112; SK-MEL-2 = 101; T-47D = 99; LOX IMVI = 85; HS 578T = 104
CO[C@H]1C[C@H]2[C@@H]3CCC4=CC(=O)CC[C@]4(C)[C@H]3CC[C@]2(C)[C@@]1(O)C(=O)COC(C)=O in the list: BT-549 = 91; SK-MEL-28 = 104; SK-MEL-5 = 97; MDA-MB-435 = 95; SK-MEL-2 = 100; T-47D = 104; LOX IMVI = 91; HS 578T = 100

4 of the compounds above, in transposed form:
[20] CC(=O)Nc1ccc(NC(=S)Nc2ccc(NC(C)=O)cc2)cc1
[21] N#C/C(=C\c1ccc2c(c1)OCO2)n1nnc2ccccc21
[22] CC(=O)N1C(CC(C)C)C(=O)N2C1N=NC21CCCC1 (centres undefined)
[23] COc1ccc2[nH]c(=O)c(CNc3ccc(Nc4nccc(-c5ccc(Cl)cc5)n4)cc3)cc2c1
compound no.,20,21,22,23
BT-549,91,30,112,104
SK-MEL-28,93,26,102,112
SK-MEL-5,98,20,106,96
MDA-MB-435,95,-69*,100,104
SK-MEL-2,82,22,110,87
T-47D,88,26,101,66
LOX IMVI,88,-11*,98,97
HS 578T,87,-4.3*,106,101

Screen by screen, as entered above.
HS 578T, entries 32–41: 110, 98, 101, 63, 90, 102, 20, 59, 104, 100
SK-MEL-2, entries 32–41: ., 107, 104, 104, 93, 109, 77, 102, 97, 108
LOX IMVI, entries 32–41: 96, 100, 96, ., 90, 85, 41, -62*, 96, 109
